Compound activity as filed in PubChem.
SMARCA2 act: increases SMARCA2 function in MMTV reporter cells. MG213 cells, MMTV-luciferase reporter, dexamethasone, overnight. activation, % at 9.1 µM. actives 1% (n = 370,000); in the data active means activation above about 7.8%;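 further: 0% = vehicle wells and 100% = reference activator wells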
PG9 Ab binder: binds the HIV-1 gp120 antibody PG9; TR-FRET gp120-PG9 antibody binding; inhibition, % at 6.7 µM; actives 0.43% (n = 360,000); AID 624416; in the data active means inhibition above about 8.5%
ssDAF12 agonist: S. stercoralis DAF-12 activation, primary screen; actives 1% (n = 370,000); HEK293 ssDAF-12/GRIP1 lit1-tk-luc reporter, luminescence; % of 3 µM dafachronic acid response; activation, % at 6.8 µM;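 active means activation above the mean over all tested compounds plus 3 SD, cut at about 0.9% in these data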;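 further: 0% = DMSO-only wells and 100% = 3 µM delta7-dafachronic acid wells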
hcDAF-12 act: H. contortus DAF-12 activation, primary screen | HEK293 hcDAF-12 lit1-tk-luc reporter, luminescence; 0% DMSO, 100% Δ7-dafachronic acid | actives 1.4% (n = 370,000) | activation, % at 6.8 µM | AID 652067;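 active means activation above the mean of all tested compounds plus 3 SD, cut at about 5.5% in these data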;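 further: 100% = response to 3 µM Δ7-dafachronic acid high control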
ADAM10 inh: ADAM10 inhibition, QFRET primary screen | O14672 | recombinant ADAM10, EDANS/DABCYL FRET peptide cleavage, 3 h | inhibition, % at 7 µM | actives 0.62% (n = 370,000);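 active means inhibition above a per-campaign cutoff equal to the mean of compounds falling between control-based bounds plus 3 SD, cut at about 20% in these data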;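 further: 0% = DMSO wells while the 100% control is not disclosed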
Target sequence (O14672 214-748 limits assumed): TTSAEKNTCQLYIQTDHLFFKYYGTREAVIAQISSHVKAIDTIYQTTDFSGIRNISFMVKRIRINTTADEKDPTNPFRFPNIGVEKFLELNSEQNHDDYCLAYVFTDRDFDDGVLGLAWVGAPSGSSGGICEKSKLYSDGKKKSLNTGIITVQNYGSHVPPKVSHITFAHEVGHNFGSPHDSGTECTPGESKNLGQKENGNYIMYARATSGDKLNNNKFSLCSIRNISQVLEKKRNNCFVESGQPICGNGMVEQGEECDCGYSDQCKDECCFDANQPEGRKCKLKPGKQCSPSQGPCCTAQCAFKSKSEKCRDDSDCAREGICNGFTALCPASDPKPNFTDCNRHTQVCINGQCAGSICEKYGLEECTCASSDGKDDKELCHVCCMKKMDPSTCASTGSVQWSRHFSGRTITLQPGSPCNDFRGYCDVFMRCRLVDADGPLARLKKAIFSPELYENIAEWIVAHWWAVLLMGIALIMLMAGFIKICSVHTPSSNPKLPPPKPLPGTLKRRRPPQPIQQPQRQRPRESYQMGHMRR
FXN GAA850 act: frataxin GAA850 promoter activation | HEK293 lucGAA850 FXN promoter luciferase reporter, 24 h; percent of 10 µM SAHA response | activation, % at 6 µM | actives 0.56% (n = 360,000);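 active means activation above the average of all compounds screened plus 3 SD, cutoff fixed separately per campaign, cut at about 7.5% in these data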;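 further: 0% = DMSO wells and 100% = 10 µM SAHA wells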
GC-A act: GC-A (human) enzyme activation; actives 0.14% (n = 370,000); activation, % at 10 µM; P16066; HEK293 GC-A cells, cGMP TR-FRET, EC30 ANP; 0% at EC30 ANP, 100% saturating ANP; in the data active means activation above about 40%
DAX1 inh-1: inhibitors of human orphan nuclear receptor DAX1 (NR0B1); P51843; HEK293 Gal4-DAX1 luciferase reporter, luminescence; inhibition, % at 6.75 µM; actives 0.99% (n = 340,000); AID 504766;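 active means inhibition above the mean over all tested compounds plus 3 SD, cut at about 4.2% in these data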;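 further: 0% = DAX1-transfected cells with DMSO and 100% = empty-vector control cells with DMSO; inhibition shows as a rise in luminescence from relieved DAX1 repression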
Target sequence (P51843 207-470 limits assumed): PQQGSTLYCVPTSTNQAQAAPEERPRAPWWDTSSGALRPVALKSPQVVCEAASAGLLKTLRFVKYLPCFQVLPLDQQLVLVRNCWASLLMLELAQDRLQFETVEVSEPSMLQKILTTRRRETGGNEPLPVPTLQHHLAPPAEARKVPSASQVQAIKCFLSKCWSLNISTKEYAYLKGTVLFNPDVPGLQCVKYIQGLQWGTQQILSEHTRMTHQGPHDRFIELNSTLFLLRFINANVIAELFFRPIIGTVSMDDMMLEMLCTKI
ADAM17 inh: inhibits human ADAM17. inhibition, % at 6.95 µM. actives 0.83% (n = 370,000). recombinant ADAM17, EDANS/DABCYL FRET peptide cleavage. AID 720648;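 active means inhibition above the mean of compounds lying between control limits plus 3 SD, set per campaign, cut at about 8.5% in these data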;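 further: 0% = DMSO-only wells as the low control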
DAX1 inh-2: blocks DAX1 repression of SF-1 activated StAR promoter. HEK293T StAR-luciferase reporter, SF-1/DAX-1 repression relief. inhibition, % at 6.8 µM. actives 1.1% (n = 370,000). AID 652010;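 active means inhibition above the mean over all tested compounds plus 3 SD, cut at about 3.6% in these data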;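 further: 0% = DAX-1 cells with DMSO and 100% = cells lacking DAX-1 with DMSO; higher inhibition means more luminescence from relief of DAX-1 repression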
hgDAF-12 ag: hgDAF-12 agonism, primary luciferase screen | HEK293 GAL4-hgDAF12 UAS-luciferase reporter, agonist luminescence; normalized to butyrate control | actives 1.8% (n = 370,000) | activation, % at 6.8 µM | AID 687014;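 active means activation above a cutoff set at the mean of all screened compounds plus 3 SD, cut at about 10% in these data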;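 further: 0% = DMSO wells and 100% = sodium butyrate wells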
The depositor's hits bear a star; . = not tested or not shown.

SMILES	SMARCA2 act	PG9 Ab binder	ssDAF12 agonist	hcDAF-12 act	ADAM10 inh	FXN GAA850 act	GC-A act	DAX1 inh-1	ADAM17 inh	DAX1 inh-2	hgDAF-12 ag
O=C(N/C=N/O)C1=NOC(CNc2ncc(C(F)(F)F)cc2Cl)C1 (stereo not drawn)	1	-0.6	-0.1	-1.7	12	-3.0	-7	1.4	2	0.1	3.6
Cc1cccc(C(=O)Nc2c(C#N)c(C)c(C)n2Cc2ccccc2)c1	0	-2.4	-1.1	-0.2	10	2.0	-5	0.1	-3	0.0	0.2
CC(=O)CCc1oc2ccccc2c1-c1ccccc1	-1	2.0	-1.6	-0.7	3	0.6	-4	-0.2	-4	-0.3	1.0
COc1cc(NC(=O)COC(=O)CC(C)(C)C)c(C)cc1[N+](=O)[O-]	0	-3.5	-1.0	0.8	3	1.7	-1	0.5	1	-0.7	0.9
CN(C)CCCn1c(-c2ccccc2)nc(=S)c2c1CCCC2	-1	-1.6	-1.0	0.9	-1	-3.0	2	0.3	4	0.8	1.0
CC1=C(C(=O)Nc2cc(C(=O)N3CCN(c4cccc(C)c4)C(C)C3)ccc2C)SCCO1 (stereo not drawn)	-4	-1.1	-1.8	-2.1	-6	-1.1	-1	-0.8	4	-1.2	-1.1
COC(=O)[C@]12C=CCN1[C@@H](c1ccc(C(F)(F)F)cc1)c1c(c3ccccc3n1S(=O)(=O)c1ccc(C)cc1)C2	-6	.	-0.8	4.0	-93	.	-3	.	-35	-0.1	2.4
O=C(CNCc1ccccc1)Nc1ccccc1-c1ccccc1	-1	0.4	0.1	-0.5	5	0.1	1	-0.5	1	-0.1	-4.2
CC(C)c1cc(CNC(=O)C2CCC(=O)N(CCc3ccc(Cl)cc3)C2)on1 (stereo not drawn)	-1	1.2	-0.6	-0.2	1	-1.3	-7	-0.2	1	-1.6	-1.6
Cc1ccc(NC(=O)COc2nsnc2N2CCOCC2)cc1Cl	4	-1.3	-1.0	-1.0	2	2.1	1	-0.1	1	0.4	1.6
Cc1ccc(-c2csc3ncnc(N4CCN(C)CC4)c23)cc1C	-4	-0.8	-0.8	-0.6	-6	1.7	-10	0.2	-3	-0.2	0.6
CCc1c(C)nc2cc(-c3ccccc3)[nH]n2c1=O	1	-1.9	0.3	3.1	-61	4.1	-2	2.3	-29	1.1	7.7
COc1cccc(-c2ccc(CN3C(C)C(=O)N(Cc4cn(Cc5ccco5)nn4)CCS3(=O)=O)cc2)c1OC (stereo not drawn)	-2	0.4	-1.5	-1.2	3	.	2	.	1	-0.5	-2.6
N#Cc1c(NC(=O)c2nc3ncccn3n2)sc2c1CCCCC2	-6	0.0	-1.6	-3.2	-1	-0.2	-2	1.3	3	-0.5	-4.6
Cc1ccc(NC(=O)C2CCN(C(=O)OC(C)(C)C)CC2)cc1S(=O)(=O)N1CCCCC1	-4	0.5	-1.5	-3.0	-11	3.9	-1	-1.7	-1	-1.5	-1.7
Cn1c(CNC(=O)Cc2ccc3c(c2)OCO3)nnc1SCc1ccccc1	-6	0.2	-1.0	-2.1	-6	0.4	2	2.3	-5	-0.7	1.5
O=C(COc1ccccc1[N+](=O)[O-])Nc1ccc(CN2CCOCC2)cc1	6	-1.3	-1.1	1.2	16	-1.3	-2	1.2	0	-0.2	-1.4
Cc1oc(-c2cccs2)nc1CS(=O)CC(=O)NCc1ccc2c(c1)OCO2 (stereo not drawn)	-4	-0.4	-1.3	-1.0	-7	-1.0	-4	-2.0	-4	0.0	-1.5
COCc1cc(=O)[nH]c(SC)n1	-2	-2.2	-1.8	-2.3	-4	-0.6	-4	1.5	2	0.3	0.8
CCOc1ccc(NC(=O)CC2C(=O)N(c3ccccc3)C(=S)N2Cc2ccccn2)cc1 (stereo not drawn)	-1	-0.1	-1.2	-0.5	9	0.9	1	-1.0	3	-1.0	-1.3
CC(=O)Nc1nc(C(=O)O)cs1	1	0.3	-1.4	-0.2	0	0.7	-1	0.5	-3	0.1	0.5
CCCCn1c(SCC(=O)Nc2nnc(C)s2)nc2c1c(=O)n(C)c(=O)n2C	-1	1.3	-0.3	-1.7	-9	1.3	0	-1.0	-6	-0.9	-1.2
Nc1cccc([N+](=O)[O-])c1	-1	0.9	-0.9	1.4	-1	3.5	.	-0.1	5	-0.2	0.4
COc1ccc(C2=NOC(Cn3nc(C(=O)NCc4ccc(OC(F)(F)F)cc4)cc3-c3ccccc3)C2)cc1 (stereo not drawn)	-2	-0.7	-0.9	-2.5	-12	-1.2	-2	0.6	-4	-0.3	-0.9
Cc1ccc(C(=O)N/C(=C\c2ccc3c(c2)OCO3)C(=O)Nc2ccc(C(=O)O)cc2)cc1	3	0.6	-0.8	-0.5	-9	1.2	-4	-0.2	-1	-0.1	3.2
Cc1cccc(N2CCN(C(=O)c3ccccn3)CC2C)c1 (stereo not drawn)	-4	0.3	-0.6	-1.5	9	1.0	0	-0.7	0	0.9	-3.0
CCn1cc(C(=O)NCC2CCCO2)c2cc(OC)c(OC)cc2c1=O (stereo not drawn)	-2	-1.1	-0.7	1.1	-11	1.4	0	-0.4	-3	0.5	-0.2
c1nc(NC[C@@H]2CCCO2)c2cc(-c3ccc4c(c3)OCO4)ccc2n1	.	.	-1.4	0.2	-76	.	6	.	-29	.	5.9
Cc1ccc(-n2cccn2)c(CN2CCC(CO)(CCc3ccccc3)CC2)c1	0	1.1	-1.2	0.5	3	-1.5	-9	0.8	0	-0.3	3.3
O=c1/c(=C\c2ccc(F)cc2)sc2n1CCCN=2	6	-2.2	-0.1	2.2	5	5.3	-7	2.8	3	2.0	8.2
O=C(Nc1ccn(CCCN2CCN(Cc3ccc(F)cc3)CC2)c(=O)n1)OCc1ccccc1	3	-1.6	-0.8	-2.8	-4	0.5	2	-0.2	0	-2.2	1.4
O=C(O)C1CCCN1S(=O)(=O)c1ccc(Cl)cc1 (stereo not drawn)	-1	-0.2	-0.9	-1.6	1	2.2	5	-0.7	0	0.0	2.4
CCCCc1cc(=O)oc2cc(OCc3nn[nH]n3)c(Cl)cc12	0	0.9	-0.9	-0.8	-127	0.8	4	0.7	-43	-0.7	-0.5
CCOC(=O)Nc1sc2nc(C)cc(C)c2c1-n1cccc1	1	-2.4	-1.4	-2.2	2	-0.2	-2	-0.8	0	-1.0	-1.2
COc1ccc(C2C(C(=O)Nc3cccnc3)=C(C)Nc3nc(-c4ccco4)nn32)cc1 (stereo not drawn)	-1	-0.6	-1.1	0.4	-20	1.3	0	3.2	-6	-0.1	-2.2
CN1CCN(C(=O)CCc2nnc3ccc(N4CCC5(CC4)OCCO5)nn23)CC1	2	-1.8	-0.9	-0.2	4	0.5	2	0.0	-3	2.4	0.6
Cc1ccc(OCCNC(=O)CCNS(=O)(=O)c2ccc(C)cc2)cc1	-3	1.0	-0.8	1.8	-4	-0.4	-1	0.0	-4	0.0	1.3
CCOC(=O)CNC(=O)C1CCC(CNS(=O)(=O)c2cccc3nsnc23)CC1 (stereo not drawn)	-1	1.4	-0.2	-0.3	1	0.2	-2	0.2	-2	0.1	0.7
CC(=O)Oc1cccc(N2C(=O)C3CC=C(Cl)CC3C2=O)c1 (stereo not drawn)	2	-0.1	-0.9	-1.6	5	-1.0	4	-0.2	-3	0.3	0.6
COc1ccc(C(c2sc3ncnn3c2O)N2CCN(c3ccccc3F)CC2)cc1OC (stereo not drawn)	0	1.2	-1.7	-0.4	-8	3.9	-2	1.1	-4	-0.1	-0.4
CC1CCN(C(=O)c2ccc(CSc3nc4ccncc4n3Cc3ccc(F)cc3)cc2)CC1	-6	-1.3	-1.9	-2.8	0	-1.6	2	-0.9	1	-2.2	-0.5
CC(=O)N1CCN=C1SCc1ccc(C(F)(F)F)cc1	-2	2.2	-1.4	0.3	2	3.4	1	-0.7	-3	-1.2	0.5
Cc1ccc(C(=O)COC(=O)C(C)N2C(=O)C3C4CCC(C4)C3C2=O)cc1 (stereo not drawn)	-1	-2.7	0.1	-1.1	-10	-0.1	9	0.1	-4	0.2	2.8
COC(=O)c1cc2sccc2n1CC(=O)Nc1ccc(OC)c(OC)c1OC	0	-0.4	-1.0	-2.6	0	-0.4	1	-0.1	0	-0.1	-1.5
COc1ccc(OC)c(N2C(N)=NC(N)=NC23CCCC3)c1	0	-3.2	-1.4	-0.6	8	-0.9	3	-0.3	2	0.0	0.0
O=C(Cc1ccc(Cl)cc1)Nc1ccc2oc(-c3ccncc3)nc2c1	0	-22	-1.2	-2.5	-58	-0.5	1	0.2	-17	-0.5	-2.5
Fc1ccccc1N1CCN(c2cnc3ccccc3n2)CC1	6	-0.7	0.6	6.6*	3	2.6	-2	-0.8	-2	2.8	19*
C=CCN=C1NC(c2ccc(Cl)cc2)C(C(=O)OC)=C(C)N1C (stereo not drawn)	-1	-1.5	-1.2	0.8	-5	.	-11	.	1	1.6	1.8
Cc1ccc(NC(=S)NCc2ccco2)c(C)c1	-2	-0.1	-1.2	-1.0	-5	1.1	-1	0.4	1	-0.7	-0.5
O=C(Nc1cc(S(=O)(=O)N2CCCCC2)ccc1N1CCCCC1)C1CC1	-1	1.6	-0.7	-2.5	6	2.0	2	-2.7	-1	-0.6	-5.3
C[C@H]1CCCCO[C@H](CN(C)Cc2ccncc2)[C@@H](C)CN([C@@H](C)CO)C(=O)c2cc(NS(=O)(=O)c3ccccc3)ccc2O1	-4	-1.4	0.1	2.1	-7	-1.8	4	1.6	-4	-0.5	0.8
CNS(=O)(=O)c1cccc(C(=O)OCC(=O)Nc2ccccc2F)c1	-3	0.7	-1.9	0.1	-3	-0.9	-5	0.7	-2	-0.6	4.8
CCc1cc2c(=O)c(-c3cnn(-c4ccccc4)c3)c(C)oc2cc1OCC(=O)Nc1ccc(F)c(F)c1	-5	-1.1	1.9*	0.7	-17	2.0	7	0.2	-4	0.4	1.2
COc1cc(NC(=S)N2CCCCC2C)c(OC)cc1Cl (stereo not drawn)	1	-1.9	-0.9	-0.4	6	2.2	4	1.9	1	-0.1	0.8
CC(=O)c1sc2nc(=O)c(C)nn2c1C	4	-2.7	-0.8	4.1	-18	-0.8	4	0.0	-1	-0.7	-0.8
CCOc1ccc(CCNC(=O)CN(C)S(=O)(=O)c2cccs2)cc1OCC	0	-0.2	-0.8	0.0	-8	0.9	3	0.9	1	-0.3	-3.5
C=CCOC(=O)C1=C[C@H](c2ccc(C(F)(F)F)cc2)C[C@H](OCCCCO)O1	0	1.4	-1.5	-0.7	1	-0.5	0	0.1	-1	-0.2	-0.9
Cc1c(CCC(=O)N[C@@H](CCCNC(N)=O)C(=O)O)c(=O)oc2cc3oc4c(c3cc12)CCCC4	-8	-1.4	-2.4	-6.5	-425	-9.0	3	-1.3	-110	-0.1	-8.8
CC(C)N(Cc1nc(-c2ccc(Cl)cc2)no1)Cc1nccn1C	-2	-1.0	-1.1	-0.7	-3	0.1	-3	-0.2	-3	-0.7	1.7
